Assay outcomes (PubChem BioAssay)
NTR1 agonist – agonists of NTR1, primary screen, imaging, U2OS cells, beta-arrestin-GFP, high content (AID 493036) | P30989 | NTR1-U2OS beta-arrestin-GFP spot imaging, agonist mode | activation, % at 20 µM | hit rate 0.17% among 330,000;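 active = activation at or above 40% of the spot to cytoplasm intensity ratio, with at least 20 cells analyzed; inconclusive = wells under 20 cells, flagged as cytotoxic or low count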;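 note: 0% = DMSO without peptide and 100% = 100 nM NTR1 peptide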
Target sequence (P30989 whole entry, looked up): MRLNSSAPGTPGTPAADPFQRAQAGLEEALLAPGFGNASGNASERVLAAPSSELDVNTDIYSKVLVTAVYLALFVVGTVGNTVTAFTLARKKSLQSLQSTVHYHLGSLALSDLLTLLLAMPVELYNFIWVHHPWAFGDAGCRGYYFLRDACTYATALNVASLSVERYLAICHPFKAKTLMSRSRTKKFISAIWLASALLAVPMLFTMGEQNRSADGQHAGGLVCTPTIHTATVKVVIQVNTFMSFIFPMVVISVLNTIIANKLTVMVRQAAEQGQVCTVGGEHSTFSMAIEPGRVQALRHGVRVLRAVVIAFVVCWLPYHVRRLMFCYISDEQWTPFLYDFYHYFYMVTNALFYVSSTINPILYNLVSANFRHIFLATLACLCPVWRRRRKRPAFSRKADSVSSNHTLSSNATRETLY
Rac1 GTP hydrolysis – MgcRacGAP GTPase-activating activity inhibitors, confirmation, biochemical, ADP Hunter fluorescence; inhibition, % at 30 µM; hits with a dose series show IC50 in µM; MgcRacGAP-stimulated Rac1 GTP hydrolysis, ADP Hunter fluorescence; higher % means a stronger effect; GST-tagged Rac1 F28L mutant substrate; hit rate 0.6% among 340,000;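 active = first-screen hits whose inhibition reached a set limit at any dose in the follow-up dose series; inconclusive = inhibition above the set first-screen limit but never retested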;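 note: fluorescence reports GDP produced by GAP-driven GTP hydrolysis; strong numbers were not always called active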
K1F lysis inhibition – protection from phage-mediated lysis, alamar blue read-out – E. coli UTI89, K1F phage, bacterial capsule biogenesis inhibitors (AID 488966) | E. coli UTI89 K1F phage lysis, alamar blue, 2 h; higher % means a stronger effect | one-dose inhibition, % at 100 µM; IC50 in µM for titrated hits | hit rate 0.02% among 340,000;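 active = phage lysis inhibition, versus mean bacterial control, above a set limit; inconclusive = no clear call, values can overlap the other calls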;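 note: capsule biogenesis inhibitors block K1F phage lysis so surviving cells raise fluorescence; higher fluorescence means more inhibition of phage lysis; actives were called in the ten point dose series up to 300 µM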
Large T inhibition – SV40 large T antigen inhibitors, biochemical (AID 1903); SV40 large T antigen ATPase/helicase inhibition assay; higher % means a stronger effect; inhibition, % at 20 µM, or IC50 in µM where a hit was titrated; hit rate 0.39% among 310,000; in the data active = a potency from the dose series; inconclusive = inhibition mostly from about 32% at the one dose, without a potency; inactive = the rest, 99 in 100 with inhibition below about 32%; note: strong numbers were not always called active
NS5 inhibitors – Dengue-2 NS5 methyltransferase inhibitors, primary screen, biochemical, confirmation dose response (AID 588689). Dengue-2 NS5 methyltransferase capping enzyme assay, biochemical; higher % means a stronger effect. inhibition, % at 25 µM, or IC50 in µM where a hit was titrated. hit rate 0.3% among 340,000; in the data active = a potency from the dose series; inconclusive = inhibition above about 29% without an active follow-up result
T cell modulator – T cell immune modulation candidate | 2C CD8+ T cell-vesicle binding, flow cytometry; active compounds read low | calls only at 7 µM | hit rate 0.068% among 330,000 | AID 2052;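 active = response, share of CD8 T cells binding vesicles, and their 90th percentile fluorescence all below set limits, cut at about 80% in these data, passing the limit was not always enough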
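Benchmarks: naked versus QL9-loaded vesicles / Assay system: purified 2C TCR transgenic mouse naive CD8+ T cells / Technique: high-throughput flow cytometry with anti-B7-1 and anti-CD8 staining / Timing: Cell–vesicle co-incubation 1.5 h at 37 °C, staining 20 min on ice / Read-out: percent CD8+ FL2 mean versus row control / Probe or stimulus: QL9-loaded Drosophila micro-vesicles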
West Nile virus CPE – inhibition of WNV-induced cytopathic effect – cell-based, CPE readout (AID 1621); hit rate 0.02% among 290,000; West Nile virus-infected cells, CPE inhibition; higher % means a stronger effect; CPE inhibition, % at 10 µM; hits with a dose series show IC50 in µM; in the data active = a potency from the dose series; inconclusive = CPE inhibition mostly from about 3.7% at the one dose, without a potency; inactive = the rest, 99 in 100 with CPE inhibition below about 2.2%; note: strong numbers were not always called active
RSV antiviral HEp-2 – inhibition of RSV-induced cytopathic effect – HEp-2 cells, primary 10 µM value included (AID 2391) | HEp-2 cells, RSV-induced CPE inhibition; higher % means a stronger effect | CPE inhibition, % at 10 µM, or IC50 in µM where a hit was titrated | hit rate 0.13% among 310,000; in the data active = a potency from the dose series; inconclusive = CPE inhibition mostly from about 23% at the one dose, without a potency; inactive = the rest, 99 in 100 with CPE inhibition below about 21%; note: strong numbers were not always called active
PhoP inhibition – inhibitors of PhoP regulon expression, primary screen, Salmonella Typhimurium, GFP reporter (AID 1863); S. Typhimurium PhoP-regulated promoter GFP reporter, 4 h; higher % means a stronger effect; inhibition, % at 50 µM, or IC50 in µM where a hit was titrated; hit rate 0.16% among 300,000;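 active = inhibition over 29.93%, a cutoff 3 SD above the screen mean, later confirmed by dose response; inconclusive = inhibition over 29.93% but no dose response follow-up; inactive = inhibition at most 29.93% or unconfirmed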;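 note: 0% = low Mg2+ inducing control and 100% = high Mg2+ repressing control; strong numbers were not always called active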
T cell modulator vesicle-bound % – also measured in T cell modulator; calls as there; double positive events, %; measured here: CD8+ vesicle-bound cell fraction;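 binding gate set so that unloaded-vesicle control wells show 10% double positive cells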
NTR1 agonist cell count 20 µM – further read-out of NTR1 agonist, marked with its call; cell count; measured here: cell count, cytotoxicity flag
NS5 inhibitors pilot replicate – second read-out of NS5 inhibitors, no call of its own (marks repeat the call); inhibition, %; measured here: pilot screen replicate inhibition
* hit, by the source's call; i = inactive; ? = inconclusive; · = no result given; [ ] = remark or other dose.

SMILES	NTR1 agonist	NTR1 agonist cell count 20 µM	Rac1 GTP hydrolysis	K1F lysis inhibition	Large T inhibition	NS5 inhibitors	T cell modulator	T cell modulator vesicle-bound %	West Nile virus CPE	RSV antiviral HEp-2	PhoP inhibition	others
CN(C(=O)CCN1C(=O)/C(=C/c2ccccc2F)SC1=S)C1CCS(=O)(=O)C1 (centres undefined)	1.6	62	1.2%	0.1%	8.1%	-4.6%	i	30.3	?	-0.6%	-7.4%
Cc1cccnc1NC(=O)C1CCN(S(=O)(=O)c2ccc3c(c2)CCC(=O)N3)CC1	-3.1	63	0.2%	2.8%	3.4%	-2.2%	i	47.7	-1.0%	0.8%	4.7%
Brc1ccc2ncc(Br)cc2c1	0.0	73	5.5%	0.9%[50 µM]	7.4%	-3.9%	i	44.9	0.3%	1.1%	2.0%
CN(C)S(=O)(=O)c1cc(NC(=O)CNCc2ccc(F)cc2)ccc1Cl	7.1	72	27.1%	0.3%	6.0%	-13.6%	i	62.5	-0.2%	4.8%	2.8%
COc1ccc2c(c1)[C@H]1[C@H](CO2)[C@H](c2ccccc2)[C@]2(C)C(=O)Nc3ccccc3C(=O)N12	2.0	75	7.2%	3.3%	5.3%	-2.5%	i	18.7	·	1.3%	-0.3%
C=C(C)CNC(=S)N/N=C/c1ccc(N2CCOCC2)cc1	-0.1	51	10.4%	-0.3%	16.4%	0.9%	i	50.0	-0.7%	0.3%	14.4%
Nc1ncnc2nc(SCc3ccccc3)[nH]c12	-0.9	44	4.0%	1.3%	13.6%	-3.4%	i	38.6	-0.1%	2.2%	5.3%
CC(=O)c1ccc(NC(=O)CCc2c(C)nn(-c3ccc(N4CCOCC4)nn3)c2C)cc1	0.9	61	-7.8%	-0.1%	·	-5.5%	i	14.1	0.0%	3.6%	0.1%
CCCCc1ccc(NC(=O)COc2ccc(C(=O)Nc3ccccc3C)cc2)cc1	1.2	52	·	·	5.3%	·	i	37.7	0.0%	2.2%	-9.8%
CCN1C(C)=C(C)S/C1=C1\SC(=S)N(C2CCCCC2)C1=O	8.3	80	8.3%	0.0%	4.4%	?	i	59.5	0.2%	1.7%	-7.9%
Cc1cccc(/C=C2/SC(=O)N(Cc3ccccc3Cl)C2=O)n1	0.3	47	10.8%	-0.4%	6.3%	-3.4%	i	49.8	0.5%	0.9%	-0.3%
Cc1sc(NC(=S)Nc2ccc(F)cc2)c(C(N)=O)c1C	·	·	18.7%	-0.2%	28.9%	-5.1%	i	47.6	-0.3%	-1.0%	-12.2%
NC1=NCc2ccccc21	3.8	52	6.7%	-0.1%	-2.7%	-3.5%	i	18.6	0.5%	0.1%	9.8%
Nc1nc(Cl)cc(N2CCC(c3cc(-c4ccc(Cl)cc4)n[nH]3)CC2)n1	38.0	52	10.1%	0.4%	16.4%	-4.0%	i	18.2	?	-3.7%	-0.9%
COc1ccc(CC(=O)NCc2ccccc2Cl)cc1S(=O)(=O)N1CCOCC1	0.2	77	2.4%	0.9%	15.3%	-4.1%	i	37.0	0.4%	-0.1%	-3.8%	NS5 inhibitors pilot replicate=-3.2

Sorted by molar mass (highest first): 3 of the compounds above
SMILES	NTR1 agonist	NTR1 agonist cell count 20 µM	Rac1 GTP hydrolysis	K1F lysis inhibition	Large T inhibition	NS5 inhibitors	T cell modulator	T cell modulator vesicle-bound %	West Nile virus CPE	RSV antiviral HEp-2	PhoP inhibition	others
CCCCc1ccc(NC(=O)COc2ccc(C(=O)Nc3ccccc3C)cc2)cc1	1.2	52	·	·	5.3%	·	i	37.7	0.0%	2.2%	-9.8%
CCN1C(C)=C(C)S/C1=C1\SC(=S)N(C2CCCCC2)C1=O	8.3	80	8.3%	0.0%	4.4%	?	i	59.5	0.2%	1.7%	-7.9%
Brc1ccc2ncc(Br)cc2c1	0.0	73	5.5%	0.9%[50 µM]	7.4%	-3.9%	i	44.9	0.3%	1.1%	2.0%

Two entries drawn at random from those above, as already listed:
SMILES	NTR1 agonist	NTR1 agonist cell count 20 µM	Rac1 GTP hydrolysis	K1F lysis inhibition	Large T inhibition	NS5 inhibitors	T cell modulator	T cell modulator vesicle-bound %	West Nile virus CPE	RSV antiviral HEp-2	PhoP inhibition	others
CN(C(=O)CCN1C(=O)/C(=C/c2ccccc2F)SC1=S)C1CCS(=O)(=O)C1 (centres undefined)	1.6	62	1.2%	0.1%	8.1%	-4.6%	i	30.3	?	-0.6%	-7.4%
Nc1nc(Cl)cc(N2CCC(c3cc(-c4ccc(Cl)cc4)n[nH]3)CC2)n1	38.0	52	10.1%	0.4%	16.4%	-4.0%	i	18.2	?	-3.7%	-0.9%

Other records
SMILES	NTR1 agonist	NTR1 agonist cell count 20 µM	Rac1 GTP hydrolysis	K1F lysis inhibition	Large T inhibition	NS5 inhibitors	T cell modulator	T cell modulator vesicle-bound %	West Nile virus CPE	RSV antiviral HEp-2	PhoP inhibition	others
Cc1sc2nc(CSCC(=O)N(C)CC(=O)Nc3ccc(F)cc3)[nH]c(=O)c2c1C	-1.6	55	13.0%	1.0%[50 µM]	50.8%	13.0%	i	35.1	·	-0.7%	-6.8%
COc1ccc(C(C(=O)NC2CCCC2)N(C(=O)c2ccco2)c2ccccc2OC)cc1 (centres undefined)	2.3	55	7.2%	0.0%	5.8%	5.3%	i	42.6	-0.5%	1.6%	-1.9%
O=C(OCc1nnc(-c2ccccc2)o1)c1cc(S(=O)(=O)N2CCOCC2)ccc1F	5.4	71	-1.7%	1.8%[50 µM]	17.1%	5.9%	i	53.6	·	-0.1%	-3.9%
COC(=O)[C@]12C(=O)C(C)=C(O)[C@@]1(C)C(C)=CC1[C@@]34CC[C@@H](OC(C)=O)C(C)(C)C3C(C[C@]12C)OC4=O (some centres undefined)	0.5	94	-0.8%	7.6%	13.4%	-2.2%	i	31.6	-0.2%	3.3%	5.6%
CC1(C)CC(=O)C=C(NNC(=O)c2cccnc2)C1	0.6	57	·	·	13.7%	·	i	28.2	-0.2%	1.3%	-0.8%
N#Cc1ccc(C(=O)Nc2nc(-c3cccs3)c(C(=O)C(F)(F)F)s2)cc1	1.4	63	14.7%	-0.5%	7.7%	0.0%	i	47.2	·	5.2%	-10.0%
CN1CCN(S(=O)(=O)c2ccc(NC(=O)c3ccc(F)cc3)cc2)CC1	-0.6	41	0.7%	0.4%	11.0%	-2.0%	i	28.0	-0.3%	0.6%	16.8%
COC(=O)c1ccc(-c2nc(O)c(C)s2)cc1	0.1	75	4.9%	-0.1%	29.3%	13.7%	i	44.8	0.1%	1.4%	-5.6%
CC(C)(C)c1csc(Sc2ncccc2[N+](=O)[O-])n1	1.6	43	0.8%	0.2%	9.8%	-7.0%	i	23.7	0.0%	·	-10.7%
Cc1ccccc1Cn1c2ccccc2c2cn[nH]c(=O)c21	1.0	46	10.8%	-0.1%	-1.8%	1.4%	i	40.7	0.8%	-0.7%	10.1%
O=[N+]([O-])C1=CC=C2C(=NC3(CCCCC3)N2O)C1=NC1CCCCC1	8.6	43	2.6%	4.2%	-4.7%	-1.4%	i	17.9	0.1%	3.2%	-7.0%
COc1ccc(C(=O)NNC(=O)c2ccc3ccccc3c2O)cc1	1.0	65	19.6%	0.1%	8.7%	2.6%	i	53.2	-0.6%	2.5%	-1.8%	NS5 inhibitors pilot replicate=-0.6
O=C(Cc1ccccc1)O/N=C1\CCCc2ccccc21	2.0	51	4.3%	3.6%	5.6%	-3.7%	i	34.1	-0.5%	1.6%	-0.8%
CCc1ccc(C2=NN(C(=O)CCC(=O)O)C(c3cccs3)C2)cc1 (centres undefined)	0.1	63	8.6%	4.6%	8.8%	-3.9%	i	32.3	-0.5%	5.8%	-4.5%
Cc1ccc2cc(CN(Cc3nnnn3Cc3ccco3)CC3CCCO3)c(=O)[nH]c2c1C (centres undefined)	0.6	47	17.6%	-0.5%	?	5.6%	i	8.1	-0.1%	·	-3.4%
Cc1ccc(Cl)cc1NC(=O)c1ocnc1C	-0.5	65	7.8%	-0.7%	3.5%	-1.6%	i	40.2	0.2%	·	-1.5%
Cc1cc(C(=O)NNC(=O)CCN2CCN(c3ccccc3)CC2)c2ccccc2n1	1.7	43	7.8%	0.2%	18.7%	3.1%	i	20.2	-0.2%	0.4%	-6.7%
OCCNCC1(O)C2CC3CC(C2)CC1C3 (centres undefined)	-0.2	81	-12.4%	-1.4%	-1.2%	-4.0%	i	42.3	-0.3%	-1.7%	-15.2%
CCOc1ccc(NC(=O)C2CCN(C(=O)NCc3ccccc3)CC2)cc1	-2.1	96	6.8%	0.6%	14.2%	3.4%	i	44.0	-0.4%	3.5%	-10.5%	NS5 inhibitors pilot replicate=1.2
CC(C(=O)N1CCC(C(N)=O)CC1)N(c1ccc(Oc2ccccc2)cc1)S(C)(=O)=O (centres undefined)	1.9	78	3.4%	5.5%	1.5%	1.6%	i	36.4	-0.5%	0.6%	-10.7%
COc1ccc(NC(=O)COC(=O)Cc2ccc(-c3ccccc3)cc2)c(OC)c1	0.1	67	10.4%	1.5%[50 µM]	1.9%	-3.5%	i	48.0	-0.3%	1.8%	2.5%
O=C(N/N=C/c1ccc(O)cc1)c1ccncc1	-0.8	34	?	0.3%	26.2%	-3.3%	i	16.3	-0.1%	1.9%	1.3%
CCCCC(=O)N1CCN(c2nc3ccc(Br)cc3s2)CC1	0.8	59	8.1%	1.4%	8.3%	4.5%	i	32.7	1.1%	0.5%	-6.2%
O=C(CSc1nc(-c2ccccc2)cc(C(F)(F)F)n1)NCc1cccs1	0.5	66	-0.2%	-0.5%	9.7%	-10.9%	i	31.2	-0.2%	7.8%	-5.6%
CC(=O)N1CCN(C(=O)COC(=O)COc2c(C)cc(C)cc2C)CC1	-1.5	68	2.2%	1.1%[50 µM]	·	-8.8%	i	39.0	·	0.2%	·
CC1(C)CC(=O)C2=C(C1)OC(N)=C(C#N)C2c1cccs1 (centres undefined)	2.2	32	4.5%	-0.1%	5.4%	·	i	54.9	-0.6%	0.5%	-3.0%
COC(=O)c1c(O)cc(C(C)(C)C)n(-c2ccccc2)c1=O	-0.8	55	4.5%	0.1%	18.9%	1.3%	i	36.3	-0.1%	1.1%	11.9%
Cc1ccccc1-c1nnc(SCC(=O)NC2CCCCC2)o1	-0.5	45	9.9%	0.2%	-0.8%	1.7%	i	25.3	-0.3%	3.1%	17.8%
